# Assay outcomes from PubChem BioAssay.
# ROMK mod: modulates human ROMK potassium channel activity. P48048. Tet-inducible ROMK, thallium flux fluorescence; actives lie on both sides. B-score at 10 µM. 130,000 tested, 2% active. AID 1918;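 active means signal ratio slope over the read window, or its plate-corrected B-score, at least 3 SD from the plate mean, either direction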;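 further: B-score of the F/F0 ratio slope over 7 to 12 s after thallium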
# Target sequence (P48048 whole entry, looked up): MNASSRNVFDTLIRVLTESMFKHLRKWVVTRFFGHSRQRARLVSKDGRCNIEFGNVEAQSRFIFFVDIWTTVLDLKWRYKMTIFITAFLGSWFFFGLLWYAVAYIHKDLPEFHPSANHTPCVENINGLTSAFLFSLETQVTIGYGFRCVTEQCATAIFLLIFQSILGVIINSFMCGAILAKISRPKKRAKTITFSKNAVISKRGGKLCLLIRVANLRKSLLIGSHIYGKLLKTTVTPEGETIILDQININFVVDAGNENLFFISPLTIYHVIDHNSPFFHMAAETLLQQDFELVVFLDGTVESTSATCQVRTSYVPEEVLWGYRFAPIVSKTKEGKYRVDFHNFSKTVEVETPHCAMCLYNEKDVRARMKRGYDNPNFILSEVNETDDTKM
# PPARg SRC-2 ag: promotes SRC-2 coactivator recruitment by human PPARgamma. P37231. PPARgamma LBD-SRC-2 recruitment, biochemical. activation, % at 8 µM. 200,000 tested, 0.34% active. AID 1032; in the data active means activation above about 22%;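 further: 0% = vehicle and 100% = reference agonist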
# Target sequence (P37231 whole entry, looked up, the tested form may be a part): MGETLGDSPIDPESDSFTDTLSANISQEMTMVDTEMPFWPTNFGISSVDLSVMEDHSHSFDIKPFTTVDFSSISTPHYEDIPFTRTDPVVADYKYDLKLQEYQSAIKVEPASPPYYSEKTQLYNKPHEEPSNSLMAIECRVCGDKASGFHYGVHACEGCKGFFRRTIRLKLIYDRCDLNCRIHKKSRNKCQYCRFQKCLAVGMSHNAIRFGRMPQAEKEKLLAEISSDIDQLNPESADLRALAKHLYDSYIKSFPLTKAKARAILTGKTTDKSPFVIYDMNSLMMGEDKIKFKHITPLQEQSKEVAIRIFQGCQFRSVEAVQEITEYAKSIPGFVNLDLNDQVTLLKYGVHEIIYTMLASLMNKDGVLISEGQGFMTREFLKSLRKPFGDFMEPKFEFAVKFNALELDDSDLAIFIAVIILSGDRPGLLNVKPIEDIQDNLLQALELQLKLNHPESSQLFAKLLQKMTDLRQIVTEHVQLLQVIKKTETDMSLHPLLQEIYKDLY
# STAT3 act: STAT3 signaling activation; 190,000 tested, 0.91% active; AID 871; activation (% of control), % at 5.6 µM; U3A cells, IL-6 STAT3-luciferase reporter, luminescence; 100% = signal with IL-6 EC80 alone;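 active means activation above the screen-wide mean of compound activation plus 3 SD, cut at about 130% in these data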;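 further: 0% = background luminescence of wells with medium and substrate only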
#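 Test system: STAT3-luciferase reporter U3A cells; Detection: reporter luminescence signal; Times: 1 h compound pre-exposure, 6 h IL-6 stimulation, 37 °C; Benchmarks: IL-6-only high control; Also added: IL-6 stimulus at 33 ng/mL final.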
# bIAP activator: intestinal alkaline phosphatase (bovine) activation; purified bovine IAP, CDP-star luminescence, 30 min; stronger effect = higher value; fold of DMSO-control signal, blank-subtracted; activation factor at 20 µM; 200,000 tested, 0.17% active; AID 1016;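 active means activation factor of 2 or more at 20 µM, a signal rise over negative controls twice the positive control's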
# PPARg SRC3 recr: PPARgamma-driven SRC-3 recruitment agonism | P37231 | biochemical PPARgamma/SRC-3 coactivator recruitment assay | activation, % at 8 µM | 200,000 tested, 0.26% active; in the data active means activation above about 23%;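 further: 0% = DMSO and 100% = reference agonist; some compounds past the cut are filed as inactive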
# TNAP act hi DEA: activators of human TNAP at high phosphate acceptor concentration. purified TNAP, CDP-star luminescence, 1 M DEA, 30 min; stronger effect = higher value; 0 = EDTA background, 1 = DMSO-only activity. activation factor at 20 µM. 200,000 tested, under 10 active. AID 1136;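 active means activation factor at least 2 at 20 µM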
#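 Measured by: Luminescent substrate turnover signal | Test system: Human TNAP | Input: TNAP 1/800 final | Dosing: 20 µM single point | Schedule: 30 min, room temperature | Controls: EDTA wells as negative control, DMSO wells as positive control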
# PPARg SRC1 recr: agonists of human PPARgamma SRC-1 coactivator recruitment. P37231. PPARgamma-SRC-1 coactivator recruitment biochemical assay. activation, % at 8 µM. 200,000 tested, 0.41% active. AID 631; in the data active means activation above about 19%;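 further: 0% = DMSO and 100% = reference agonist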
# bIAP inh: intestinal alkaline phosphatase (bovine) inhibition; purified bovine IAP, CDP-star luminescence, 30 min; inhibition, % at 20 µM; 190,000 tested, under 10 active;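 active means over 50% inhibition of intestinal alkaline phosphatase at 20 µM in the single-dose screen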
#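 System: purified bovine intestinal alkaline phosphatase (IAP) enzyme; Input: IAP diluted 1/65,000,000 in the well; Measured by: CDP-star luminescence signal; Compound dosing: 20 µM single dose; Incubation: 30 min reaction at room temperature.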
# STAT3 blocker: STAT3 signaling inhibition. U3A cells, IL-6 STAT3-luciferase reporter, luminescence; host cell line lacks STAT1. inhibition, % at 5.5 µM. 190,000 tested, 0.89% active;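 active means inhibition above the mean inhibition across all screened compounds plus 3 SD, cut at about 44% in these data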;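 further: 0% = DMSO only wells and 100% = 100 µM nifuroxazide control wells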
# SRC2 TRFRET art: counter-screen for PPARgamma SRC-2 recruitment agonists: TR-FRET artefact | stronger effect = higher value | TR-FRET ratio at 8 µM | 200,000 tested, 0.4% active; in the data active means TR-FRET ratio above about 2000; further: inactives centre near 1500
# STAT1 blocker: STAT1 signaling inhibition; inhibition, % at 5.5 µM; 200,000 tested, 0.35% active; NIH 3T3 STAT1-luciferase reporter, IFN-gamma, luminescence; AID 920;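 active means inhibition above a set limit, the mean inhibition across all tested compounds plus 3 SD, cut at about 34% in these data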;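 further: 0% = IFN-gamma with DMSO and 100% = IFN-gamma with 300 µM nifuroxazide; values of inactives mirror those of a sister screen read the other way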
# An asterisk follows results filed as active; x = no result given.
SMILES,ROMK mod,PPARg SRC-2 ag,STAT3 act,bIAP activator,PPARg SRC3 recr,TNAP act hi DEA,PPARg SRC1 recr,bIAP inh,STAT3 blocker,SRC2 TRFRET art,STAT1 blocker
COc1ccc(-c2c(C#N)c(N)nc3c2CCCC3)cc1OC,0.23,10,110,x,0,x,-2,x,-8,1540,-11
O=c1oc2ccccc2cc1-c1csc(Cc2nc(-c3ccc(Cl)cc3)cs2)n1,x,-4,100,1.1,1,1,-8,-8,0,1742,-2
N=C1C(c2nc3ccccc3s2)=C(O)CN1NC(=O)c1c[nH]c2ccccc12,-1.2,8,108,1.4,3,1,4,-40,-1,1443,16
O=Cc1ccc(-n2cc(C=O)c3ccccc32)cc1,0.26,9,108,0.9,-1,1.1,0,12,-2,1534,-5
CCn1c(CNC(=O)COc2ccc(C(C)C)cc2)nnc1SCC(=O)Nc1cc(F)ccc1C,x,1,96,1,6,1,1,2,9,1599,-1
Cc1cc(SCc2cc(=O)[nH]c3ccccc23)nc2ccccc12,x,15,99,0.9,9,1.1,6,11,4,1596,5
CCOC(=O)c1ccc(NC(=O)COc2cc(=O)n(CC)c3ccccc23)cc1,x,-3,96,0.9,-2,0.9,2,6,13,1501,0
CC(C)CC(NC(=O)OC(C)(C)C)C(=O)NC(C(=O)N1CCCC1C(N)=O)C(C)C (centres undefined),x,6,98,1,4,1,7,-4,8,1557,-1
Cc1ccc(S(=O)(=O)C2(C(=O)NC3CCCCC3C)CC2)cc1 (centres undefined),0.0074,5,100,1.1,2,1.1,10,-6,1,1517,7
O=C1C2CC=C(Cl)CC2C(=O)N1CN(Cc1ccco1)CN1C(=O)C2CC=C(Cl)CC2C1=O (centres undefined),0.19,-8,106,1.1,-11,1,4,-14,-2,1395,-2
CCc1n[nH]c(=S)n1/N=C/c1c[nH]c2ccc(Br)cc12,0.92,1,94,1,-2,1,2,0,7,1602,-4
COc1cc(NS(=O)(=O)c2ccc(Cl)cc2)c(C(=O)O)cc1OC,0.042,0,104,0.9,-3,1,8,14,-1,1595,-11
O=c1c(O)c(-c2ccc(O)cc2O)oc2cc(O)cc(O)c12,x,7,94,0.9,9,1,23*,6,10,1591,3
O=C(Cn1cnc2ccccc21)NCc1ccccc1,x,12,87,0.8,-3,1,1,17,18,1599,1
O=C(COC(=O)/C=C/c1cccs1)NC(=O)Cc1ccccc1,0.91,9,104,1.1,6,1.1,2,-6,1,1589,-5
Cc1cc(OC(=O)c2cc(F)c(F)cc2Cl)nc(C)n1,x,-2,101,1,-6,1,-10,2,0,1418,1
CC(=O)Nc1ccc(S(=O)(=O)c2ccc(N)cc2)cc1N,x,4,105,1,6,1.1,1,4,-2,1653,2
NC(=O)c1ccccc1NC(=O)NC1CCCCC1,x,-6,101,0.9,-13,1,2,9,4,1599,10
O=C(CSc1ccccc1)NCc1ccccn1,0.61,2,104,0.8,-2,1,-1,17,-4,1617,-4
O=C(COC(=O)c1cccnc1Nc1ccccc1F)NC1CC1,0.38,4,95,0.9,-3,1,-1,9,9,1492,-16
COCCCn1c(SCC(=O)Nc2ccc3c(c2)OCCO3)nnc1-c1ccoc1C,-1.1,-1,91,1,-13,1,-2,3,16,1457,-3
Cc1cc([N+](=O)[O-])nn1CC(=O)Nc1c(C)n(C)n(-c2ccccc2)c1=O,1.6,5,106,1,2,1,6,1,-4,1600,-7
CC(C)(C)OC(=O)NCCc1nnc(SCc2ccc(Cl)cc2Cl)o1,x,9,102,1,2,1,6,-4,2,1633,6
COC(=O)Cc1c(C)nc2nc(-c3ccc(Cl)cc3)[nH]n2c1=O,0.61,10,99,0.9,6,1,8,10,1,1644,6
O=C(CC1SC(=Nc2ccccc2)N(CCc2ccccn2)C1=O)Nc1ccc(F)cc1 (centres undefined),x,4,98,0.8,2,1,2,22,0,1644,3
# (next part)
SMILES,ROMK mod,PPARg SRC-2 ag,STAT3 act,bIAP activator,PPARg SRC3 recr,TNAP act hi DEA,PPARg SRC1 recr,bIAP inh,STAT3 blocker,SRC2 TRFRET art,STAT1 blocker
CN1CCCCc2c1[nH]c1ccccc1c2=O,-0.2,0,99,1,-3,1,6,2,3,1528,5
COCCOC(=O)C1=C(C)Nc2nc(C)nn2C1c1ccc(F)cc1 (centres undefined),-0.11,4,90,1.1,-11,1,6,-7,17,1713,6
COc1cc(CNc2ccc(CNc3ncn[nH]3)cc2)cc(Cl)c1OCc1ccccc1,x,8,109,1,2,1,16,5,-12,1620,-9
N#C/C(=C\c1cccc([N+](=O)[O-])c1)c1nnc2n1CCCCC2,-4.4*,-6,104,0.9,10,1,-1,9,-1,1600,9
CCC(C)C(=O)Nc1ncc2c(n1)CC(c1cccs1)CC2=O (centres undefined),-0.083,14,99,0.9,3,1,2,11,1,1450,4
COc1ccc(-n2c(Cc3cc(=O)[nH]c(=O)[nH]3)nnc2SCC(=O)N2CCCC2)cc1,x,-8,99,1,6,1.1,4,1,6,1598,-5
N#Cc1c2c(c(Nc3ccc(O)cc3)n3c1nc1ccccc13)CCC2,x,4,97,1,9,0.7,-4,-1,3,1734,6
CNC(=O)C1CCN(C(=O)c2ccc(-c3ccccc3)cc2)CC1,0.33,0,103,1.1,0,1,-2,-14,-4,1568,-3
CC(Sc1nc(N)cc(=O)[nH]1)C(=O)Nc1sc2c(c1C#N)CCCC2 (centres undefined),-0.33,2,77,1,6,1,-1,-1,31,1688,20
Cc1ccc(/C=N/NC(=O)CNC(=O)COc2ccccc2)cc1,x,0,86,1,-2,1,0,-5,20,1479,-1
CCOC(=O)CSc1nc2cc(C(=O)OC)ccc2c(=O)n1CCN1CCOCC1,x,1,95,1.1,-1,1,-5,-6,17,1604,-4
CSc1nc2[nH]ncc2c(=O)[nH]1,-0.016,4,99,0.8,-1,1,6,18,-2,1620,-1
CCNC(=S)N/N=C/c1sc(N2CCCCC2)nc1-c1cccs1,-0.35,15,110,1.1,7,0.9,0,-9,-15,1523,-17
O=C(C1CCN(S(=O)(=O)c2cccc3nsnc23)CC1)N1CCn2c1nc1ccccc12,x,5,77,0.9,1,1,14,7,30,1711,13
c1ccc(CNc2nc3ccccc3[nH]2)cc1,x,1,102,0.8,0,1.1,0,15,2,1633,-7
Cc1cc(C)n(C(=O)c2ccc([N+](=O)[O-])cc2N)n1,1.1,9,103,0.9,4,1,4,10,0,1498,4
CCC(C)(C)NC(=O)CN(C(=O)c1snc(C(N)=O)c1N)c1ccc2nc(C)sc2c1,-0.38,1,101,1.1,1,1.1,3,-8,2,1703,14
O=C(NCCC1=CCCCC1)C(c1ccccc1)c1ccccc1,x,2,108,1,-12,1.1,-1,-3,3,1520,2
CCOC(=O)c1c(NC(=O)/C=C/C(=O)O)sc(C)c1-c1ccc(Cl)cc1,0.61,4,101,1,3,1,11,-4,4,1630,0
CCOC(=O)COc1ccc(S(=O)(=O)NCc2cccnc2)cc1,x,1,98,1,3,1.1,-2,5,6,1610,6
O=C(CSc1nnc(C2COc3ccccc3O2)o1)N1CCCc2ccccc21 (centres undefined),x,2,99,0.9,-4,1,-4,9,5,1582,2
O=C(COC(=O)C1CCN(S(=O)(=O)c2cccs2)CC1)Nc1ccccc1Br,-0.045,-4,105,1,0,1,9,-2,-4,1810,-2
O=C(COc1ccccc1)N1CCN=C1c1ccccc1,-1.7,3,104,0.8,-13,1,8,16,-4,1683,2
Nc1ccc(Nc2ccccc2)c(Cl)c1,-0.0022,1,95,1,2,1.1,6,0,11,1674,-4
CCOC(=O)N/N=C\C=C\c1ccc2c(c1)OCO2,0.3,11,101,1,2,1.1,2,-3,-1,1769,-24
# (list continues)
SMILES,ROMK mod,PPARg SRC-2 ag,STAT3 act,bIAP activator,PPARg SRC3 recr,TNAP act hi DEA,PPARg SRC1 recr,bIAP inh,STAT3 blocker,SRC2 TRFRET art,STAT1 blocker
CCOC(=O)COc1ccccc1/C=C1\NC(=O)NC1=O,0.92,2,92,0.8,4,1,-3,17,15,1493,-2
NC(=O)CSc1nc2cc3c(cc2c(=O)n1CCCC(=O)NCc1ccc2c(c1)OCO2)OCO3,x,-3,98,1,4,1,6,4,11,1560,-2
Nc1c(C(=O)C2CC2)sc2nc(-c3cccs3)cc(C(F)(F)F)c12,x,3,108,0.8,17,1.1,13,19,-8,1594,0
Cc1ccc(C(=O)/C=C/NCc2ccc(F)cc2)cc1,-0.014,5,97,0.9,4,1,0,11,3,1517,-23
FC(F)(F)c1cc(C(F)(F)F)c2ccc(N3CCN(c4ccccc4)CC3)nc2n1,x,10,98,0.9,-3,1.1,6,12,9,1455,-3
Cn1c(=O)c2c(nc(SCCN3CCOCC3)n2Cc2cccc3ccccc23)n(C)c1=O,-1.6,2,102,1.1,1,1,-2,-7,1,1666,2
CC(C)(C)NC(=O)CSc1nnc(-c2ccncc2)o1,0.12,-9,104,1,-1,1,-4,4,0,1406,-2
COc1cccc2cc(C(=O)N3CCN(c4ccc(C)cc4C)CC3)c(=O)oc12,x,-1,98,1.1,12,0.9,4,-8,7,1540,10
O=C(COC(=O)c1ccc(N2CCOCC2)c([N+](=O)[O-])c1)Nc1ccc2c(c1)OCO2,0.84,9,86,0.9,3,1,5,14,16,1607,2
Cc1cc2cc(CN(Cc3ccco3)S(=O)(=O)c3c(C)ccc4nsnc34)c(=O)[nH]c2cc1C,x,-5,105,1.1,0,1,-3,-11,4,1549,4
COc1ccc(OCCCC(=O)Nc2ccc3c(c2)OCO3)cc1,x,5,102,0.8,-2,1.1,6,17,1,1614,-1
Cc1cc(NC(=O)/C=C/c2cccc(F)c2)n(-c2nc3ccccc3[nH]2)n1,x,1,74,1,3,1,4,3,32,1658,5
CN=c1scc(-c2cc(OC)ccc2OC)n1/N=C/c1c(C)[nH]c2ccccc12,x,11,84,1,0,1,7,3,18,1479,-13
COc1ccc(N2CCN(S(=O)(=O)c3ccc(Cl)s3)CC2)cc1,-0.17,6,95,1.1,0,1,3,-9,8,1599,8
COc1ccc2c(=O)c(Oc3ccc(C(=O)O)cc3)c(C(F)(F)F)oc2c1,0.38,10,109,0.9,4,1,3,7,-8,1597,-7
CCOC(=O)C1(P(=O)(c2ccccc2)c2ccccc2)CCC1,x,-1,107,1,-8,1,3,1,-5,1333,1

# A second format for some results above.
structure | ROMK mod | PPARg SRC-2 ag | STAT3 act | bIAP activator | PPARg SRC3 recr | TNAP act hi DEA | PPARg SRC1 recr | bIAP inh | STAT3 blocker | SRC2 TRFRET art | STAT1 blocker
Nc1c(C(=O)C2CC2)sc2nc(-c3cccs3)cc(C(F)(F)F)c12 | x | 3 | 108 | 0.8 | 17 | 1.1 | 13 | 19 | -8 | 1594 | 0
Cc1ccc(C(=O)/C=C/NCc2ccc(F)cc2)cc1 | -0.014 | 5 | 97 | 0.9 | 4 | 1 | 0 | 11 | 3 | 1517 | -23
FC(F)(F)c1cc(C(F)(F)F)c2ccc(N3CCN(c4ccccc4)CC3)nc2n1 | x | 10 | 98 | 0.9 | -3 | 1.1 | 6 | 12 | 9 | 1455 | -3
Cn1c(=O)c2c(nc(SCCN3CCOCC3)n2Cc2cccc3ccccc23)n(C)c1=O | -1.6 | 2 | 102 | 1.1 | 1 | 1 | -2 | -7 | 1 | 1666 | 2
